LMP1 NFkB inh: reduces LMP1-driven NF-kappaB luciferase signal; LMP1-induced NF-kappaB luciferase reporter cells, luminescence; inhibition, % at 12.5 µM; AID 504558; 350,000 tested, 0.69% active; in the data active = inhibition above about 41%; inconclusive = no clear call, values can overlap the other calls;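 note: 0% = neutral control wells and 100% = reference inhibitor control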
Shn3 3UTR inh: Schnurri-3 reporter inhibition in Clone20 osteoblasts; Clone20 osteoblast Shn3 3'UTR firefly luciferase, 24 h; inhibition, % at 12.5 µM; 360,000 tested, 0.52% active; AID 588674;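 active = mean inhibition of at least 75% with every replicate also reaching 75%; inconclusive = mean inhibition at least 75% but some replicate below; inactive = mean inhibition below 75%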;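 note: 0% = median of neutral control wells and 100% = pilot-screen positive control compound; some compounds past the cut are filed as inactive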
CF NFkB block: inhibitors of cystic fibrosis induced NF-kB; KKLEB NF-kB-GFP reporter, PAF-induced, GFP fluorescence overnight; inhibition, % at 5 µM; 360,000 tested, 0.86% active; AID 588850;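 active = at least 50% inhibition at 5 µM, scaled per plate between neutral and stimulator controls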;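 note: PAF is a Pseudomonas aeruginosa culture filtrate used as stimulus; plate controls were PAF-stimulated DMSO wells for no effect and unstimulated DMSO wells for full effect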
NCOA1 inh: inhibits human SRC1 coactivator | Q15788 | HEK293 GAL4-SRC1 luciferase reporter, luminescence | inhibition, % at 3.6 µM | 360,000 tested, 0.12% active | AID 588354;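 active = inhibition above the campaign mean plus 3 SD, with each screening campaign given its own cutoff, cut at about 60% in these data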;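 note: 0% = DMSO treated cells and 100% = gossypol at 36 µM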
Target sequence (Q15788 whole entry, looked up, the tested form may be a part): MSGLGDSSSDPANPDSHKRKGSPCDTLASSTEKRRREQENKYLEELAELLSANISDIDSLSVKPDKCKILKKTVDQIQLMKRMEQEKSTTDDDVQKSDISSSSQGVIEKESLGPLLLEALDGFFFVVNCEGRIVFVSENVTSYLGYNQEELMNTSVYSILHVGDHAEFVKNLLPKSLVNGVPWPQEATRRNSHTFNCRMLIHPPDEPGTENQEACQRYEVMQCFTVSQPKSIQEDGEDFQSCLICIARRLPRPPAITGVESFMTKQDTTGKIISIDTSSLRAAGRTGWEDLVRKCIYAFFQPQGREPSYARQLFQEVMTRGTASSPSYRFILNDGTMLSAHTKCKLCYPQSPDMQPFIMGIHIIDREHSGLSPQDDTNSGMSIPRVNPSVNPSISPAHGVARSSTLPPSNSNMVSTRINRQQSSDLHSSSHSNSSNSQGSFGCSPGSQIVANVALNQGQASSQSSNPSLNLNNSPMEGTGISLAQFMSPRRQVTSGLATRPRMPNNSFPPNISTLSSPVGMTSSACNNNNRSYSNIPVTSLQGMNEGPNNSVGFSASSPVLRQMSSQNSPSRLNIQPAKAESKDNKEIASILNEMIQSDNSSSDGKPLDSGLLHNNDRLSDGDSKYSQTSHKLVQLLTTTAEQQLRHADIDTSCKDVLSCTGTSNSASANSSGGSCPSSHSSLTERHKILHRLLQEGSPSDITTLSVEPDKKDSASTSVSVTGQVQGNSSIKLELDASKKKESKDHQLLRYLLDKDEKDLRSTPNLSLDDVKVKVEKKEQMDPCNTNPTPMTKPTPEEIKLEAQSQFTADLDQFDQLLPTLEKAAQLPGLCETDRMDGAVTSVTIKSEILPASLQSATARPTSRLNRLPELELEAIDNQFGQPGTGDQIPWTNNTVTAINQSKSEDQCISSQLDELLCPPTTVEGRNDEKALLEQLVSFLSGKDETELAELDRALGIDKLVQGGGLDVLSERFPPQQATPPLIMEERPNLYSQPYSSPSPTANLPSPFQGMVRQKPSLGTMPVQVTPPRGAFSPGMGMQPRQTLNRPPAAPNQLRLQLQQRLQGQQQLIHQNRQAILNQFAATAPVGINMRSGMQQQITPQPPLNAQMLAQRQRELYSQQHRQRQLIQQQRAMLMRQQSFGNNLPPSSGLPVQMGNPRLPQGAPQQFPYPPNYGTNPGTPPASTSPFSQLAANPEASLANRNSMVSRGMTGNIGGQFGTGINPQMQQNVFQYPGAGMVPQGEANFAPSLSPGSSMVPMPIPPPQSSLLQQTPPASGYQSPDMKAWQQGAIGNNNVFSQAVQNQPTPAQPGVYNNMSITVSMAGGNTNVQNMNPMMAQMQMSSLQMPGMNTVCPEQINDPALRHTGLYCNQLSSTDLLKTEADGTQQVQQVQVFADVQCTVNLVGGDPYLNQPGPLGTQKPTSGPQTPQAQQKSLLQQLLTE
NR2F2 inh: NR2F2 (human) inhibition, primary screen | inhibition, % at 8.6 µM | 370,000 tested, 0.7% active | HEK293T NGFI-A luciferase reporter, luminescence;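 active = inhibition above a per-plate cutoff, mean inhibition of test wells between control levels plus 3 SD, cut at about 38% in these data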;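 note: cells cotransfected with COUP-TFII expression vector driving the NGFI-A reporter; 0% = median of COUP-TF2 test wells and 100% = reporter-only cells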
NCOA3 inh: inhibitors of human steroid receptor coactivator 3 (SRC3); inhibition, % at 3.6 µM; HEK293 GAL4-SRC3 luciferase reporter, luminescence; Q9Y6Q9; AID 588352; 360,000 tested, 0.17% active;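 active = inhibition above a per-campaign cutoff, the mean of all compounds plus 3 SD, cut at about 60% in these data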;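 note: 0% = DMSO-treated cells and 100% = gossypol-treated cells at 36 µM; higher means less SRC3-driven luciferase light from the GAL4 reporter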
NR5A2 inv ag: suppresses constitutive activity of human LRH-1 | 360,000 tested, 0.13% active | O00482 | inhibition, % at 3.6 µM | AID 602396 | HEK293T StAR-luciferase reporter, LRH-1 transfected, 24 h;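 active = inhibition above the mean inhibition of all tested compounds plus 3 SD, cut at about 73% in these data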;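 note: 0% = DMSO wells and 100% = reporter-only cells lacking LRH-1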
C8 TRAIL sens: sensitizes caspase-8 expressing cells to TRAIL; 360,000 tested, 1% active; inhibition (viability loss, TRAIL sensitization), % at 10 µM; NB7+C8 cells + TRAIL, ATPlite viability luminescence;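 active = compounds causing at least 50% loss of cell viability in the single-dose screen, relative to plate controls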
TWEAK Fn14 block: blocks TWEAK-Fn14 interaction in a reporter cell assay | 360,000 tested, 2% active | AID 1159606 | TWEAK-stimulated Fn14 reporter cells, luciferase luminescence, 8 h | inhibition, % at 10 µM; in the data active = inhibition above about 50%
KKLEB tox: counter-screen for CF NF-kB inhibitors: cytotoxicity; KKLEB CF airway cells viability, ATPlite luminescence, overnight; hits give low values; cells stimulated with P. aeruginosa culture filtrate; activity change (cytotoxicity), % at 5 µM; 360,000 tested, 0.36% active;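 active = corrected activity change at or below -50% at 5 µM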
TROY signal inh: inhibitors of TROY-dependent NF-kB signaling. 360,000 tested, 0.98% active. inhibition, % at 10 µM. Q293 LMP1-TROYcd NF-kB luciferase reporter, 4 h. AID 1347056;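 active = compounds whose plate-normalised and pattern-corrected inhibition of the luciferase reporter signal at the single screening dose is 50% or more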
* hit, by the source's call; ? = inconclusive; . = not tested or not shown; & = joins results of further samples.

Sequence of screens – LMP1 NFkB inh | Shn3 3UTR inh | CF NFkB block | NCOA1 inh | NR2F2 inh | NCOA3 inh | NR5A2 inv ag | C8 TRAIL sens | TWEAK Fn14 block | KKLEB tox | TROY signal inh
COc1cc(C)ccc1OCC(=O)OCC(=O)c1[nH]c(C)c(C(C)=O)c1C
→ 0 | 8 | 15 | -11 | -5 | -12 | 16 | -1 | -9 | -9 | -1
CC1=C(C#N)C(NC(=O)c2ccccc2Cl)(C(F)(F)F)C(=O)N1 (stereo not drawn)
→ 9 | 0 | -6 | 9 | 4 | -4 | 3 | -10 | 11 | 1 | -7
Clc1ccc(OCCn2ccnc2)c(Cl)c1
→ -1 | 0 | 4 | 13 | 8 | 10 | 14 | -10 | -21 | 8 | -12
CCCOc1ccc(-c2csc(NC(=O)CN3C(=O)CCC3=O)n2)cc1
→ 6 | 18 | -3 | 5 | -17 | 9 | 19 | 18 | -17 | 13 | -5
CC(C)c1ccc(NC(=S)N2CCCC(c3ccc(F)cc3)=N2)cc1
→ -4 | -61 | 3 | 19 | -8 | 22 | 14 | -2 | -25 | 10 | -29
COc1ccccc1N1CCN(c2ncnc3n[nH]c(Br)c23)CC1
→ . | . | . | . | 24 | . | 36 | 10 | 35 | . | 42
CCCN(C(=O)CSCC(=O)Nc1ccc(OC)cc1)c1c(N)n(Cc2ccccc2)c(=O)[nH]c1=O
→ 6 | -6 | 11 | 0 | -18 | 9 | -6 | 7 | -1 | -9 | -2
CCCC(=O)Nc1nnc(SCC(=O)NCc2ccco2)s1
→ 2 | -7 | -4 | -4 | 0 | 11 | 5 | 5 | 14 | -16 | 4
COc1ccccc1-c1cc(C(=O)N/N=C/c2ccoc2)c2ccccc2n1
→ 6 | 1 | -3 | 4 | 15 | 17 | -5 | -1 | 0 | -6 | -11
CCOc1ccc2nc(NC(=O)c3cnccn3)sc2c1
→ -3 | -18 | -7 | -63 | -14 | -80 | -52 | 44 | 19 | -10 | -69
CN1CCC(OC(=O)c2ccccc2Cl)CC1
→ 4 | -9 | 0 | 0 | 10 | -1 | 5 | 5 | 19 | -3 | -13
COc1ccc(CCNC(=S)NC(=O)/C=C/c2ccc(C)cc2)cc1OC
→ 10 | 3&13 | 23 | -2 | 15 | -19 | -8 | -4 | -15 | -4 | 12
Cc1ccc(-c2nn(C(C)(C)C)c3ncnc(N)c23)cc1
→ 35 | ? | 50 | -13 | -12 | -7 | -22 | 21 | -81 | -23 | 3
C[C@@H]1CN([C@@H](C)CO)C(=O)CCCn2nncc2CO[C@@H]1CN(C)S(=O)(=O)c1ccc(Oc2ccccc2)nc1
→ -7 | 2 | -19 | -8 | -8 | -5 | -12 | -25 | -7 | 3 | 0
CCN(Cc1ccncc1)C(=O)c1cc(COc2ccc(F)cc2F)on1
→ 3 | 23 | -10 | -10 | 11 | 3 | 14 | -14 | -13 | 10 | 2
CN(C)S(=O)(=O)c1ccc(NC(=O)CNc2cc(S(=O)(=O)N3CCCC3)ccc2OCC(F)(F)F)cc1
→ 0 | 17 | -6 | -29 | 1 | -3 | -12 | -7 | 3 | -5 | 10
COc1ccc(-c2csc(C3=C(O)CN(Cc4ccc(S(N)(=O)=O)cc4)C3=N)n2)cc1OC
→ 2 | -1 | -15 | 5 | -6 | -11 | 7 | 2 | -35 | 12 | -1
COc1ccc(/C=C/C(=O)C2CC2)cc1COc1c(C)cccc1C
→ -23 | 5 | -7 | -9 | 12 | 1 | -6 | 5 | 8 | 2 | 0
Cc1cc(Br)ccc1NC(=O)CNC(=O)CN(C)C1CCS(=O)(=O)C1 (stereo not drawn)
→ -4 | -5 | 13 | -8 | 2 | 4 | -1 | -4 | 12 | 3 | -7
Cc1ccc(NC(=O)c2ccc(S(=O)(=O)N3CCOCC3)cc2)cc1
→ -11 | -9 | 13 | -7 | -4 | -53 | -2 | -6 | -6 | -7 | -32
COc1ccc(C(=O)Nc2ccc(S(=O)(=O)N3CCCCC3)cc2)cc1OC
→ -3 | 22 | 6 | 8 | 8 | 11 | 8 | 0 | 4 | 2 | 15
CN1CCOc2cc(S(=O)(=O)Nc3ccc(F)cc3)ccc21
→ -14 | 37 | 1 | -4 | 8 | -7 | 5 | 6 | 16 | 7 | -1
Cc1ccc(SCC(=O)Nc2ccccc2C(=O)N2CCOCC2)cc1
→ 10 | 19 | -2 | 18 | 17 | 17 | 9 | -7 | 2 | -6 | 20
O=C(NCC1CC1)C1CCCN(S(=O)(=O)c2ccc(-n3cnnn3)cc2)C1 (stereo not drawn)
→ 0 | -3 | -4 | -9 | 14 | -5 | 9 | 2 | -9 | -4 | -10
COc1ccc(C2NN=C(c3ccc(C)cc3)S2)cc1OC (stereo not drawn)
→ -19 | -65 | -14 | -68 | -62 | -51 | -108 | 59* | 0 | -15 | -50
Cc1cc(C)c(C#N)c(Oc2ccc(O)cc2)n1
→ 9 | -11 | -6 | 8 | -3 | 7 | 4 | 8 | -8 | -13 | 4
C=CCn1c(=NC(=O)c2cccs2)sc2cccc(OC)c21
→ -5 | -12 | 5 | -10 | -21 | -10 | -2 | 9 | 1 | -1 | -29
Cc1nnc(SC(C)C(=O)Nc2ccc(S(=O)(=O)NC3CCCCC3)cc2)s1 (stereo not drawn)
→ 11 | 22 | 21 | 19 | 21 | 25 | 30 | -30 | 1 | -11 | 16
Cc1ccc(-c2cn(S(=O)(=O)c3ccc(C)cc3)nc2N)cc1
→ 2 | -1 | 5 | 9 | 11 | 8 | 0 | -9 | -1 | -10 | -1
O=c1[nH]c2cc(Cl)cc(Cl)c2[nH]c1=O
→ 3 | 12 | 11 | -26 | -18 | 0 | -8 | 2 | 16 | 5 | -14
CC(C)c1nnc(NC(=O)CCC(=O)NC2CCCc3ccccc32)s1 (stereo not drawn)
→ 7 | 7 | -19 | -6 | -4 | -7 | 10 | -2 | 8 | 7 | 19
O=C(c1ccc(Oc2cc(Cl)cc(Cl)c2)o1)N1CCCCC1
→ -1 | 12 | 19 | -3 | -11 | 18 | -8 | -7 | -16 | -2 | -10
Cc1noc(C)c1COc1ccccc1C(=O)N(C)Cc1ccco1
→ 5 | -14 | -11 | -10 | -1 | 13 | -4 | 1 | -3 | 0 | -1
COc1ccc(NC(=O)CN(C)S(=O)(=O)c2ccc3c(c2)CCCN3C(C)=O)cc1
→ -1 | 7 | -62 | 2 | -3 | -18 | 0 | -12 | 0 | 25 | 17
CC(O)CNCCNCc1c(OCc2ccccc2)ccc2ccccc12 (stereo not drawn)
→ -8 | 18 | 26 | -5 | -14 | 0 | 18 | 10 | 11 | -15 | -11
O=C(CCNC(=O)c1ccc(Br)cc1)NCc1cccnc1
→ 4 | -15 | 21 | -2 | 3 | 8 | 12 | 5 | -2 | -6 | -12
COc1ccc(-c2cc3nc(C)n(N)c(=O)c3s2)cc1
→ 76* | 89* | -17 | 58 | 66* | 70* | 28 | 86* | 101* | -39 | 81*
CN(c1ccc(C(=O)NC2CCCCC2)cc1)S(=O)(=O)c1ccccc1
→ 1 | 11 | -3 | -6 | 17 | -1 | -1 | 5 | -6 | -2 | 18
Cc1cccc2cc(CN(Cc3cccnc3)C(=S)NCCCN(C)C)c(=O)[nH]c12
→ -5 | 9 | 4 | -3 | -8 | 12 | -10 | 3 | -13 | 8 | -7
C[C@@H]1CN(Cc2nc(Cc3ccccc3F)no2)C[C@H](C)O1
→ -2 | -20 | -18 | -16 | 2 | 10 | 9 | -5 | -89 | 7 | -17
N#Cc1ccc(S(=O)(=O)NC2CC2)cc1
→ -6 | 4 | 1 | -2 | -2 | -3 | 10 | 9 | 18 | -1 | 20
CC(=O)C1=C(C)Nc2ncnn2C1c1cccc(O)c1 (stereo not drawn)
→ -7 | -19 | -5 | 4 | -6 | 6 | -19 | 4 | 1 | 2 | 10
Cc1scc(C(=O)N/N=C/c2ccco2)c1C
→ -5 | -57 | -3 | -75 | -31 | -72 | -55 | 39 | -5 | 5 | 10
Cc1ccc(SCc2noc(C(=O)NC(C)C)c2C(=O)O)cc1C
→ -5 | -3 | -1 | 3 | -12 | -7 | -11 | -2 | -7 | -2 | -1
O=C(NCCc1ccccc1)C1CCN(c2ncccn2)CC1
→ -4 | -3 | -2 | -27 | -18 | -6 | -24 | -8 | -8 | -8 | -12
O=S(=O)(c1ccc(Cl)cc1)N1CCN(c2nc(C(F)(F)F)nc3ccccc23)CC1
→ -9 | -2 | 12 | -5 | 4 | 16 | -1 | -4 | -9 | 0 | 9
O=C(Nc1nccs1)NC1CCCCC1
→ 7 | 4 | -11 | -12 | -7 | -4 | 5 | -17 | 3 | 3 | -10
CC(C)=CCc1c(C)nc2ccccc2c1C(=O)O
→ 4 | -21 | 4 | -28 | -4 | 15 | 0 | 7 | -13 | -6 | 1
O=c1c(-c2ccc3c(c2)OCCO3)coc2c(CN3CCOCC3)c(O)ccc12
→ -11 | -7 | -1 | -47 | -13 | -69 | -74 | 20 | -16 | 4 | -61
CC(C)(C)OC(=O)NCc1ccc(NC(=O)c2nc[nH]c2C(=O)Nc2cc(Br)ccc2F)cc1
→ . | 5 | 12 | -3 | -15 | 2 | 0 | 12 | -32 | -39 | 2
CC(C)[C@H](NC(=O)N1CCn2c1nc1ccccc12)C(=O)NCc1ccccc1Cl
→ -8 | 9 | 15 | -27 | -11 | -9 | 7 | -7 | 2 | 18 | -23
CCC(CC)C(=O)NCCc1cc2ccc(C)cc2[nH]c1=O
→ -4 | -16 | 2 | -12 | 12 | 0 | 23 | -8 | -8 | -13 | 2
Cc1ccc(OCCN2C(=O)c3ccccc3C2=O)c([N+](=O)[O-])c1
→ 5 | -61 | 26 | -28 | -32 | -15 | -28 | 0 | -28 | -16 | 5
COCCn1c(CN2CCN(C(=O)c3ccco3)CC2)nc2c1c(=O)n(C)c(=O)n2C
→ 0 | 3 | -9 | 8 | 15 | 7 | 21 | 8 | 21 | 6 | -8

Assay outcomes (PubChem)

This is a subset; count on the stated rates, not on these rows.
